12-LOX inh – Primary qHTS assay for inhibitors of human arachidonate 12S-lipoxygenase (ALOX12): Round 2. 580,000 tested, 1.1% active. Polyunsaturated fatty acid lipoxygenase ALOX12 (Homo sapiens), P18054. Potency, µM (top dose mostly 108 µM), inactives show top-dose activity change, negative = inhibition, hits mostly inhibitors. purified 12hLO, xylenol orange hydroperoxide absorbance. AID 1671190, 2021; further: on the % scale 0 is the no-effect control and ±100 the full control effect
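Purified human 12hLO (150 nM final) in 25 mM Hepes, 0.01% Triton X-100, pH 7.0 was preincubated 15 min at room temperature with compound. Then 40 uM arachidonic acid was added, 30 min. Hydroperoxide was read by Fe-XO absorbance ratio 573/405 nm.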
RGS4 inh – Inhibitors of Regulator of G Protein Signaling (RGS) 4: qHTS | Transcreener GDP fluorescence polarization, RGS4-accelerated GTP hydrolysis | Regulator of G-protein signaling 4 (Homo sapiens), P49798 | 390,000 tested, 0.039% active | Potency, µM (top dose mostly 114 µM), for the others: top-dose activity change, negative = inhibition, actives largely listed as inhibitors; further: on the % scale 0 is the no-effect control and ±100 the full control effect; nearly all actives have a fitted effect of over 75% in size; some results filed as inactive show a strong effect at the top dose
Target sequence (P49798 whole entry, looked up): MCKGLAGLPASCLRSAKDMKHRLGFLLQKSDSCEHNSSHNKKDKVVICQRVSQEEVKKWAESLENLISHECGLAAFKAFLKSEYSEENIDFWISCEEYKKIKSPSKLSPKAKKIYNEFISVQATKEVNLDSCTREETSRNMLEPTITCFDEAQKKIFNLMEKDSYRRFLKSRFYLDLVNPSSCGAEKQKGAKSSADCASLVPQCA
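MLSMR compounds (23 nl, pin-transferred) preincubated 10 min at room temperature with a 500nM (2x) first reagent, then RGS4 at 900nM (2x) plus Transcreener GDP mix added; fluorescence polarization (620/688 nm) read before and after 90 min at 30 °C.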
rTrxR1 inhibitor – qHTS Assay for Inhibitors of Mammalian Selenoprotein Thioredoxin Reductase 1 (TrxR1): qHTS | 390,000 tested, 1% active | AID 588453, 2011 | recombinant rTrxR1, NADPH fluorescence consumption, selenite substrate | Thioredoxin reductase 1, cytoplasmic (Rattus norvegicus), O89049 | Potency, µM (series often up to 114 µM), for the others: at the top dose activity change, negative = inhibition, usual class: inhibitors; further: on the % scale 0 is the no-effect control and ±100 the full control effect; nearly all actives have a fitted effect of over 65% in size
Target sequence (O89049 whole entry, looked up): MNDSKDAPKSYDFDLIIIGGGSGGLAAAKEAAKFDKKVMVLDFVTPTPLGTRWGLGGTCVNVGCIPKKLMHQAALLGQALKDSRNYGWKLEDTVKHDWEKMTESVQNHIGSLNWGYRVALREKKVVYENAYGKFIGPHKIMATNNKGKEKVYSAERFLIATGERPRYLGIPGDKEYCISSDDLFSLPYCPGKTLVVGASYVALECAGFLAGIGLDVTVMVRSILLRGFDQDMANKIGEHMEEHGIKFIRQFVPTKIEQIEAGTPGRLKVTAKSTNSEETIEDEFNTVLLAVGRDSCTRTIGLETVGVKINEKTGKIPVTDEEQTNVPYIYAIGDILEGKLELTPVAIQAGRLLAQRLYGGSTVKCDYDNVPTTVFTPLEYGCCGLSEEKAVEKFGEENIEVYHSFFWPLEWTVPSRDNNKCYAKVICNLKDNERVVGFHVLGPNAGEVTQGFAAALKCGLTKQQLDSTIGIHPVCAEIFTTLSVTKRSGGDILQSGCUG
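Rat TrxR1 (90 nM in the dispensed reagent) was pre-reduced with 400 uM NADPH for 5 min at room temperature, then incubated with compound for 15 min. After 400 uM selenite was added, NADPH fluorescence (Ex 340/Em 450 nm) was followed for 8 min.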
Tb PGK inh – qHTS Assay to Find Inhibitors of Phosphoglycerate Kinase; Potency, µM (series often up to 57.5 µM), without a hit: at the highest dose activity change, negative = inhibition, usual class: inhibitors; Phosphoglycerate kinase, glycosomal (Trypanosoma brucei brucei), P07378; PGK/GAPDH coupled, Kinase-Glo luminescence, 60 min; 380,000 tested, 0.043% active; further: on the % scale 0 is the no-effect control and ±100 the full control effect; nearly all actives have a fitted effect of over 60% in size
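Recombinant glycosomal PGK reaction used 1,3-bisphosphoglycerate generated in-well by GAPDH (100nM final) in 100mM TEA pH 7.6, 5mM MgCl2, 0.01% Tween-20. After 60 minutes at room temperature, ATP was read by Kinase-Glo Plus luminescence end-point.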
Pin1 inhibitor – qHTS Assay to Find Inhibitors of Pin1; Pin1 FP peptide displacement, HiFluor488, 10 min; Potency, µM (doses to about 115 µM), for inactives: at the highest dose activity, negative = inhibition, actives largely listed as inhibitors; 390,000 tested, 0.009% active; AID 504891, 2011; active means well fitted inhibition curve with a large enough effect in the polarisation, with a control signal flat, not every such curve was filed as active; inconclusive means small, poorly fitted or top-dose-only effect, or effect the other way, or a change in a side signal; inactive means no such curve, though single readings can be large or run the other way; the % refers to the polarisation; further: on the % scale 0 is the no-effect control and ±100 the full control effect
Target sequence (Q13526 whole entry, looked up): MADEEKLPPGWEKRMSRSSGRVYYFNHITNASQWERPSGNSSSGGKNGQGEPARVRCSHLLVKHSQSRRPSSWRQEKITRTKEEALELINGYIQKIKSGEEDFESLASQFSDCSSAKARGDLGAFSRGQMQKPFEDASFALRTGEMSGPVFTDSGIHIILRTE
JMJD2A Tudor – qHTS Assay for Inhibitors of JMJD2A-Tudor Domain | AID 504339, 2011 | AlphaScreen JMJD2A-Tudor / H3K4me3 peptide binding | Potency, µM (highest dose often 114 µM), for inactives: at the highest dose activity change, negative = inhibition, actives largely listed as inhibitors | Lysine-specific demethylase 4A (Homo sapiens), O75164 | 390,000 tested, 4.4% active; further: on the % scale 0 is the no-effect control and ±100 the full control effect; nearly all actives have a fitted effect of over 50% in size
GLS inhibitor – qHTS for Inhibitors of Glutaminase (GLS) | GLS enzymatic activity, qHTS titration | Potency, µM (highest dose often 45.5 µM), for the others: at the top dose activity change, negative = inhibition, actives largely listed as inhibitors | 410,000 tested, 0.21% active | AID 624170, 2012; further: on the % scale 0 is the no-effect control and ±100 the full control effect
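Enzyme dispensed in phosphate buffer (45 mM, pH 8.2, 0.02% Tween-20), compounds pinned in, then 1 mM L-glutamine solution and the glutamate oxidase–HRP–Amplex Red mix added; fluorescence read immediately and again after 30 min at room temperature.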
HP1b chromo inh – HTS for Inhibitors of HP1-beta Chromodomain Interactions with Methylated Histone Tails; AlphaScreen HP1-beta / biotin-H3K9me3 peptide binding; Potency, µM (highest dose often 114 µM), inactives show at the highest dose activity change, negative = inhibition, most hits filed as inhibitors; AID 540317, 2011; Chromobox protein homolog 1 (Homo sapiens), P83916; 390,000 tested, 0.56% active; further: nearly all actives have a fitted effect of over 70% in size; inactives centre near 23
Target sequence (P83916 whole entry, looked up): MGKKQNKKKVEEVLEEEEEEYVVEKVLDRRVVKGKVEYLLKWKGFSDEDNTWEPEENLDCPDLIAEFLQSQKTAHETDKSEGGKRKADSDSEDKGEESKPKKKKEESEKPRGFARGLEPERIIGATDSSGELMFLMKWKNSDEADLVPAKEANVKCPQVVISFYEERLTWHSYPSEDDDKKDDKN
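Compound inhibition of the preformed complex between 50 nM HP1-beta and 50 nM biotinylated H3K9me3 peptide was read by AlphaScreen. Buffer was PBS pH 7.4 with 0.01% Tween-20. Incubations ran 30 min at room temperature, with 10 ug/mL donor/acceptor beads.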
ERG-DNA inh – qHTS for Small Molecule Inhibitors of the ERG Ets/DNA interaction. Transcriptional regulator ERG (Homo sapiens), P11308. fluorescence polarization, His-ERG Ets domain / labelled DNA. Potency, µM (titrated, usually from 76.9 µM), inactives show top-dose FP activity, negative = inhibition, most hits filed as inhibitors. 370,000 tested, 0.028% active. AID 624246, 2012; active means well fitted inhibition curve with a large enough effect in the polarisation, with a control signal flat; inconclusive means small, poorly fitted or top-dose-only effect, or effect the other way, or a change in a side signal; inactive means no such curve, though single readings can be large or run the other way; the % refers to the polarisation;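 further: polarization taken with two DNA probes labelled with fluorescein and Texas red; % of control where 0% means no effect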
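His-tagged ERG Ets domain (1 uM in the protein solution; 300mM KCl, 50mM Tris-HCl, 1mM EDTA, 1mM DTT, pH 7.5) received compound, then a probe mix of 5 nM fluorescein-DNA and 100nM Texas-615-DNA. Fluorescence polarization was read for both dyes.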
* = called active by the depositor; i = inactive; u = inconclusive; x = not tested or not shown; [ ] = another dose, or the depositor's remark. Unless noted, the call rests on the fitted dose curve; in most records, active means well fitted curve in the direction sought with a large enough effect; inconclusive means small, poorly fitted or top-dose-only effect, or another doubt; inactive means no such curve, though single readings can be large; an effect the other way counts as inactive or inconclusive. Potency means the concentration at half of the fitted maximal effect.

#1 COc1ccc(CN2C(=O)c3ccccc3C2=O)cc1C(=O)Nc1ccc(C)cc1C
#2 Cc1cccc(NC(=S)Nc2ccc(Br)cc2)c1
#3 COc1ccc(F)cc1S(=O)(=O)NCC(=O)NCc1cc(=O)n(C)c(=O)n1C
#4 O=C(NCCN1CCN(c2ccccc2)CC1)Nc1ccccc1Cl
#5 C[C@@]12C(=O)N(c3cccc(F)c3)C(=O)N1[C@@H]1c3ccccc3OC[C@@H]1[C@H]2c1ccccc1
#6 CC(=O)Nc1nc(N)n(-c2ccccc2)n1
#7 COc1ccc(N/C=C/c2nc(SC)nnc2C)cc1
#8 CCC(=O)Nc1ccc(F)c(Cl)c1
Compound,1,2,3,4,5,6,7,8
JMJD2A Tudor,-17%,-9%,-12%,-27%,-21%,-34%,-31%,-8%
Tb PGK inh,-1%,6%,-7%,-2%,i,-7%,-3%,0%
RGS4 inh,29%,-29%,-23%[56.9 µM],-16%,-16%,-2%,5%,-2%
GLS inhibitor,5%,-10%,-9%,18%,0%,-6%,13%,2%
12-LOX inh,2%,49%[activator],17%,12%,-5%,11%,u,-1%
HP1b chromo inh,12%,19%,66%[activator],30%,32%,5%,21%,15%
ERG-DNA inh,12%,4%,-1%,-2%,-9%,-3%,6%,-6%
rTrxR1 inhibitor,-5%,-22%,24%[57.1 µM],11%,35%,-9%,13%[57.1 µM],-6%
Pin1 inhibitor,1%,-3%,-6%,5%,-3%,-2%,u,4%

#9 CCN(CC)C(=O)Oc1ccc(Cl)c2cccnc12
#10 Cc1ccc(C(=O)N/C(=C/c2ccc(F)cc2)C(=O)NCc2ccncc2)cc1
#11 COc1ccc(Cl)cc1NC(=O)C(C)N1Cc2ccccc2C1=O (stereo unspecified)
#12 CN(C)c1ccc(-c2nnn(CC(=O)NCc3ccc4c(c3)OCO4)n2)cc1
#13 CNC(=O)c1ccc2c(c1)N=C(C)c1cc(C)ccc1S2
#14 CCCCNc1c(N)n(CC(C)C)c(=O)[nH]c1=O
#15 CCCN1CCC(NCC(C)c2ccccc2)CC1 (stereo unspecified)
#16 O=C(Oc1cc(-c2ccccc2)no1)c1ccc(F)cc1
Compound,9,10,11,12,13,14,15,16
JMJD2A Tudor,-3%,-19%,2%,-6%,-23%,-3%,-5%,5%
Tb PGK inh,-4%,-7%,-4%,-1%,-2%,2%,-5%,i
RGS4 inh,5%,-17%,4%,-13%,-10%,31%,-10%,-29%
GLS inhibitor,-10%,-1%,-11%,-1%,-7%,u,3%,-10%
12-LOX inh,-2%,-7%,-23%,-10%,-11%,-3%,0%,u
HP1b chromo inh,-5%,10%,28%,63%[activator],16%,26%,31%,31%
ERG-DNA inh,-4%,-4%,1%,16%,1%,5%,-6%,7%
rTrxR1 inhibitor,21%,16%,-2%,-1%,0%,8%,25%,-42%
Pin1 inhibitor,-7%,-4%,7%,-3%,-3%,-20%,3%,-2%

#17 Cc1ccn2c(Nc3ccc4c(c3)OCO4)c(-c3ccc(C)o3)nc2c1
#18 Fc1ccc2nc(Nc3nc4c(F)cc(F)cc4s3)sc2c1
#19 CSCC[C@H](NC(=O)c1ccc2c(c1)OCO2)c1nnc2ccccn12
#20 COc1ccc(N2CCN(Cc3ccc(Br)s3)CC2)cc1
#21 COc1ccc(-c2ccc(-c3noc(-c4ccccc4)n3)c(OC)n2)cc1
#22 COc1ccccc1C(O)P(=O)(OCC(C)C)c1ccc(N(C)C)cc1 (stereo unspecified)
#23 COc1cccc(C(=O)NCCS(=O)(=O)NCc2cccnc2)c1
#24 Cc1nn2c(=O)cc(COC(=O)c3cccc(NC(=O)COc4ccc(C)c(C)c4)c3)nc2s1
Compound,17,18,19,20,21,22,23,24
JMJD2A Tudor,u,2%[57.1 µM],5%,3.5µM*,4%,-12%,-8%,-7%
Tb PGK inh,-1%,-10%,5%,x,-6%,-3%,-10%,-4%
RGS4 inh,u,10%,25%,-14%,-1%,-9%,16%,-19%
GLS inhibitor,-2%,3%,0%,22%,-7%,13%,0%,1%
12-LOX inh,u,0%,5%,u,12%,32%,11%,u
HP1b chromo inh,18%,48%[activator],37%,18µM*,30%,14%,10%,31%
ERG-DNA inh,1%,3%,-6%,-1%,-7%,7%,4%,-1%
rTrxR1 inhibitor,-6%,30%,13%,23%,u,26%,-2%,7%[57.1 µM]
Pin1 inhibitor,-12%,3%,-3%,-14%,20%,1%,-2%,31%[activator]

#25 O=C(CN1CCC(NC(=O)c2cccc(F)c2)CC1)Nc1ccc(Br)cc1
#26 CCN1CCN(C(=O)CS(=O)(=O)Cc2nc(-c3ccc(C)cc3)oc2C)CC1
#27 CCOC(=O)C1=C(C)N=C2SCCC(=O)N2C1c1ccc(C(=O)OC)cc1 (stereo unspecified)
#28 COc1ccc(C(=O)c2nccc3ccccc23)cc1
#29 O=[N+]([O-])c1cccnc1NCc1cccs1
#30 COCCn1c(SCC(=O)OCc2ccccc2)nc2c1c(=O)[nH]c(=O)n2C
#31 C/C(=N\Nc1cccc2cccnc12)c1ccccc1O
#32 COc1ccccc1N1CCN(C(=O)c2oc3cc(C)cc(C)c3c2C)CC1
Compound,25,26,27,28,29,30,31,32
JMJD2A Tudor,-17%,-11%,-18%[11.4 µM],9%,-29%,-8%,-11%,-23%
Tb PGK inh,i,-1%,-4%,i,3%,3%,-10%,-6%
RGS4 inh,6%,7%,-32%[11.4 µM],-33%,9%,-22%,-20%,-3%
GLS inhibitor,-3%,2%,73%[activator],-8%,13%,3%,3%,10%
12-LOX inh,0%,12%,42%[activator],0%,-19%,-8%,-4%,-3%
HP1b chromo inh,22%,40%[activator],58%[activator],33%,13%,1%,44%[activator],6%
ERG-DNA inh,4%,2%,11%,-7%,-7%,0%,17%,2%
rTrxR1 inhibitor,17%[57.1 µM],-48%,-7%,15%[57.1 µM],4%,17%[57.1 µM],-17%,20%
Pin1 inhibitor,-4%,-1%,1%,-1%,-9%,0%,17%,1%

#33 COc1ccc(C(=O)N2CCCC(c3ccccc3)=N2)cc1
#34 CCn1c(CN2CCC(C)CC2)nc2cc(NC(=O)COc3ccc([N+](=O)[O-])cc3)ccc21
#35 Cc1cccc(-c2nnc(SCC(=O)N3CCCc4ccccc43)o2)c1
#36 COc1ccc(NC(=O)c2csnn2)cc1
#37 COc1cc(CN(C)CC2CCCN(CCc3cccc(C(F)(F)F)c3)C2)ccc1O (stereo unspecified)
#38 CCc1cc(C(=O)NN2C(=O)NC3(CCCCC3)C2=O)sc1C
#39 CN=C1NN=C(c2cc(C)n(-c3c(C)n(C)n(-c4ccccc4)c3=O)c2C)CS1
#40 Cc1cc(C)c(CN2CCC(n3nccc3NC(=O)C3CCCC3)CC2)cc1C
#41 O=C(NNS(=O)(=O)c1ccccc1)c1cccs1
#42 CCCCOC(=S)NC(=O)c1sc2ccccc2c1Cl
Compound,33,34,35,36,37,38,39,40,41,42
JMJD2A Tudor,5%,-11%,12%,-3%,-25%,-9%,-17%,-26%,-10%,11%
Tb PGK inh,-4%,-4%,10%,-10%,0%,-2%,-5%,-1%,-6%,-9%
RGS4 inh,-7%,-3%,-9%,-9%,-40%,19%,-41%,-18%,8%,-26%
GLS inhibitor,0%,-16%,2%,-4%,u,6%,0%,-3%,u,10%
12-LOX inh,-3%,-9%,-18%,u,u,-2%,-9%,2%,-27%,1%
HP1b chromo inh,52%[activator],50%[activator],39%[activator],41%[activator],18%,23%,45%[activator],64%[activator],10%,21%
ERG-DNA inh,15%,-3%,-11%,8%,4%,4%,-5%,5%,0%,14%
rTrxR1 inhibitor,-6%[57.1 µM],13%,0%,0%,-56%,17%,-11%,17%,17%,20%
Pin1 inhibitor,1%,3%,1%,-1%,-3%,-14%,5%,0%,0%,-2%

Some of the entries above, reformatted.
no. | Compound | JMJD2A Tudor | Tb PGK inh | RGS4 inh | GLS inhibitor | 12-LOX inh | HP1b chromo inh | ERG-DNA inh | rTrxR1 inhibitor | Pin1 inhibitor
5 | C[C@@]12C(=O)N(c3cccc(F)c3)C(=O)N1[C@@H]1c3ccccc3OC[C@@H]1[C@H]2c1ccccc1 | -21% | i | -16% | 0% | -5% | 32% | -9% | 35% | -3%
6 | CC(=O)Nc1nc(N)n(-c2ccccc2)n1 | -34% | -7% | -2% | -6% | 11% | 5% | -3% | -9% | -2%
7 | COc1ccc(N/C=C/c2nc(SC)nnc2C)cc1 | -31% | -3% | 5% | 13% | u | 21% | 6% | 13%[57.1 µM] | u
8 | CCC(=O)Nc1ccc(F)c(Cl)c1 | -8% | 0% | -2% | 2% | -1% | 15% | -6% | -6% | 4%

Compound activity from PubChem.

Only part of the results is shown, so the mix of outcomes need not match the whole.
